# TLR9-MyD88 block – inhibitors of TLR9-MyD88 association in cells, primary screen, cell-based, CHO, BLA complementation, fluorescence. CCF4 FRET ratio. AID 504734, 2011. Toll-like receptor 9 (Homo sapiens) + Myeloid differentiation primary response protein …. 0.21% of 340,000 active. inhibition, % at 4.98 µM;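 active = inhibition above the mean over all tested compounds plus 3 SD, cut at about 21% in these data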;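 also: 0% = DMSO only wells and 100% = clavulanate BLA inhibitor control wells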
# MC4R antag cAMP – MC4R antagonists of cAMP signaling, primary screen, cell-based, TR-FRET, antagonist arm of biased-ligand search. Melanocortin receptor 4 (Homo sapiens), P32245. MC4R-expressing cells, MTII-stimulated cAMP, LANCE TR-FRET. inhibition, % at 6.5 µM. 0.48% of 360,000 active. AID 540295, 2011;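 active = inhibition above its plate's cutoff, the mean of tested wells on that plate plus 3 SD, cut at about 29% in these data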;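 also: 0% = Melanotan II alone and 100% = Melanotan II plus saturating MCL0020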
#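 Test system: U2OS cells stably expressing human melanocortin 4 receptor (MC4R); also added: Melanotan II challenge; compound: 6.5 µM single dose; timing: 30-min compound preincubation, 1-h Melanotan II challenge, 1-h detection, room temperature; signal: Eu-cAMP/anti-cAMP TR-FRET, emission 671 nm; repeats: one well per compound, no replicates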
# NOD2 RIPK2 PPI – NOD2-RIPK2 binding disruptors in cells, primary screen, fluorescence, CHO cells, BLA complementation. Receptor-interacting serine/threonine-protein kinase 2 (Homo sapiens), O43353. CCF4 ratio. inhibition, % at 4.98 µM. 0.38% of 360,000 active. AID 624267, 2012; in the data active = inhibition above about 21%;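 also: 0% = vehicle only and 100% = reference blocker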
# Target sequence (O43353 whole entry, looked up): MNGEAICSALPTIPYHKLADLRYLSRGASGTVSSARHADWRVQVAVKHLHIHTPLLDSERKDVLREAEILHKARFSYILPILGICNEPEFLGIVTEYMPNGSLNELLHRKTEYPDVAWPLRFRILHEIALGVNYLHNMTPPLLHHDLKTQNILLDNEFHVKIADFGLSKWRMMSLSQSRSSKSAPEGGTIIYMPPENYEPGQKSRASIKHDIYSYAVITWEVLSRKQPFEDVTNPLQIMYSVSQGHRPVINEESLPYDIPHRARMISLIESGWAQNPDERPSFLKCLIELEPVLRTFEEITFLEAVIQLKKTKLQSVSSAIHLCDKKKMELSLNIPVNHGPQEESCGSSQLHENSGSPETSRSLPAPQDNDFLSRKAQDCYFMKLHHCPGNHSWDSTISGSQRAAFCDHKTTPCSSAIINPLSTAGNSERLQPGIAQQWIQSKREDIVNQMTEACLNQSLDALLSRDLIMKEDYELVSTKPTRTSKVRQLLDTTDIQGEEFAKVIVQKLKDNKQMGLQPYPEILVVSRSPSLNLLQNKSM
# ABCB6 inh 2 – ABCB6 transporter inhibitors, primary screen, K562-ABCB6 cells, flow cytometry, MLPCN library; ATP-binding cassette sub-family B member 6 (Homo sapiens), Q9NP58; K562-ABCB6 porphyrin accumulation, 1 h; hits give low values; fluorescence ratio to DMSO, % at 10 µM; 0.19% of 360,000 active; AID 602162, 2011;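 active = fluorescence ratio to DMSO below 75%, the collection mean minus 3 SD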;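 also: signal is porphyrin accumulated inside mitochondria; 100% equals median channel fluorescence of DMSO control wells; lower ratio means ABCB6 inhibition with less porphyrin fluorescence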
# SRC2 inh – inhibition of GAL4-SRC2 driven luciferase reporter, primary screen, SRC2 inhibitor project, cell-based, luminescence. Nuclear receptor coactivator 2 (Homo sapiens), Q15596. HEK293 GAL4-SRC2 luciferase reporter. inhibition, % at 9 µM. 0.17% of 370,000 active. AID 651957, 2012;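 active = inhibition above the mean inhibition of all tested compounds plus 3 SD, set per campaign, cut at about 52% in these data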;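 also: 0% = DMSO treated cells and 100% = cells given Gossypol at 36 µM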
# HTR2A ag – mouse Htr2a agonists via beta-arrestin recruitment, primary screen, cell-based, luminescence | 5-hydroxytryptamine receptor 2A (Mus musculus), P35363 | CHO-K1 mHTR2A beta-arrestin complementation; percent of 30 µM serotonin response | activation, % at 7.6 µM | 0.66% of 360,000 active | AID 624169, 2012;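 active = activation above a run cutoff, the mean activation of all tested compounds plus 3 SD, cut at about 14% in these data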;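 also: 0% = plate median of compound wells and 100% = 30 µM serotonin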
# Target sequence (P35363 whole entry, looked up): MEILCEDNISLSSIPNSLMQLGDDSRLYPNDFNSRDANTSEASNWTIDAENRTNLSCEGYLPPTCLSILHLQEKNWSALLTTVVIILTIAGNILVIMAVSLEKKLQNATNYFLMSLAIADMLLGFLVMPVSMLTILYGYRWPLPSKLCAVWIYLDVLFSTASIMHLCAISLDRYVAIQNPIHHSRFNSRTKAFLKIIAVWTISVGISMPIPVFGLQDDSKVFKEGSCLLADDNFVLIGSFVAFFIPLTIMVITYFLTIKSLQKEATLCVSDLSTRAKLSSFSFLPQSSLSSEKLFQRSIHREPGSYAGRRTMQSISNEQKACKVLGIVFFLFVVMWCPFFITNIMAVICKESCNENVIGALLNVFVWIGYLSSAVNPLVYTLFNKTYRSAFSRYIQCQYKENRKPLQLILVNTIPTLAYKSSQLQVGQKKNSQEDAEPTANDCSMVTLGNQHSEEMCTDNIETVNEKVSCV
# MC4R barr agon – MC4R agonists recruiting beta-arrestin, primary screen, cell-based, luminescence, agonist arm of biased-ligand search | activation, % at 8.9 µM | AID 540308, 2011 | 0.98% of 360,000 active | U2OS MC4R beta-arrestin complementation; percent of melanotan II response, DMSO zero;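 active = activation above a per-plate cutoff, the mean activation of sample wells on that plate plus 3 SD, cut at about 8% in these data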
# Cardio protect – cardioprotection against H2O2-induced cell death, primary screen, uHTS, H9c2 cells, ATPLite luminescence; H9c2 cardiomyocytes, H2O2 injury protection, 2 h; protection from H2O2 cell death, % at 20 µM; 0.63% of 360,000 active;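 active = compounds giving at least 50% protection of heart cells from peroxide-induced death in the single-dose screen, raw or plate-pattern-corrected value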;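 also: 0% = DMSO wells with peroxide and 100% = DMSO wells without peroxide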
# ABHD5-PLIN5 inh – ABHD5-PLIN5 interaction inhibitors, primary screen, cell lysate, split luciferase complementation, luminescence; Perilipin-5 (Homo sapiens) + 1-acylglycerol-3-phosphate O-acyltransferase ABHD5 (Homo …; Split G. princeps luciferase complementation, 4 h; inhibition, % at 4 µM; 0.78% of 360,000 active;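 active = inhibition above the mean inhibition across every tested compound plus 3 SD, cut at about 22% in these data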;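 also: 0% = DMSO only wells and the 100% control is not disclosed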
# N-glyco inh – increase of ERlucT glycosylation luciferase signal, primary screen, N-linked glycosylation inhibitor project, D54 ERlucT cells, luminescence, set 2 | reporter increase, % at 12.5 µM | D54 ERlucT glycosylation luciferase reporter, 24 h; percent of 100 nM tunicamycin response | 0.23% of 360,000 active;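 active = mean luciferase reporter signal, scaled so untreated is 0 and the glycosylation-blocking control 100, at or above a set limit in every replicate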;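 also: luciferase carries N-glycosylation sites so blocking glycosylation raises the light; 0% = median of neutral control wells and 100% = median of 100 nM tunicamycin wells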
# Numbers without * were called inactive; / = no result given.
# Below each compound: TLR9-MyD88 block, MC4R antag cAMP, NOD2 RIPK2 PPI, ABCB6 inh 2, SRC2 inh, HTR2A ag, MC4R barr agon, Cardio protect, ABHD5-PLIN5 inh, N-glyco inh
> C=CCn1c(SCC(=O)NC(=O)NCCC)nnc1C1CCCCC1
    -11, 6, -3, 99, -22, 0, 0.7, 1, -4, 3
> CCCn1nnc(NC(=O)C(c2ccccc2)c2ccccc2)n1
    -4, 1, -5, 91, -18, -6, -1.2, -2, -2, 0
> Cc1sc2ncnc(NCC3CCCO3)c2c1C (stereo not given)
    4, -4, -11, 87, 16, 2, -2.8, -6, 1, -1
> COC(=O)/C(=C/c1c[nH]c2ccccc12)NC(C)=O
    4, 10, -5, 102, -24, 2, 0.3, 0, -4, 1
> CC(=O)c1ccc(NC(=O)NNS(=O)(=O)c2ccc([N+](=O)[O-])cc2)cc1
    5, -3, -5, 103, 8, 6, 0.0, 3, 1, 1
> CN(C)c1cccc(C(=O)Nc2cccc(S(=O)(=O)NC3=NCCC3)c2)c1
    4, 1, -4, 99, -45, 10, -3.6, 1, -1, 1
> CC(CC(=O)Nc1nnc(CC(C)(C)C)s1)c1ccccc1 (stereo not given)
    0, -4, -11, 101, -1, 1, -0.3, 2, -2, -1
> O=c1cc(C(F)(F)F)nc(SC/C=C/c2ccccc2)[nH]1
    4, 6, -6, 97, /, 2, 1.9, -12, 0, 1
> COc1ccc(-c2cc(C(=O)NCc3ccc(F)cc3)[nH]n2)c(C)c1
    /, 2, -8, 94, -14, -10, -1.0, -1, -5, 2
> Cc1ccc([N+](=O)[O-])cc1NC(=O)c1ccc2c(c1)OCO2
    3, 10, -10, 101, 10, 1, -2.9, 0, 3, 3
> Cc1nnc(SCC(=O)Nc2ccc(S(=O)(=O)N3CCCC3)cc2)n1N
    -2, 4, -11, 90, -5, -4, -0.6, 16, -3, 1
> CCc1nnc(NC(=O)c2cnccn2)s1
    7, 6, 1, 86, -29, 2, -0.6, -9, -3, 2
> CCCNC(=O)COc1coc(CN2CCN(Cc3ccccc3)CC2)cc1=O
    6, 8, -4, 99, 1, 7, -0.8, 2, -14, 2
> CC(C)NCC(O)COCCOc1ccc(Br)cc1 (stereo not given)
    -5, 0, -1, 97, -9, 1, 1.0, -1, 4, -1
> COc1ccc(N2C(=O)c3ccccc3NC2c2ccc(NC(C)=O)cc2)c(OC)c1 (stereo not given)
    -10, -1, 1, 100, -2, -1, -1.7, 11, 2, 0
> Cc1nn(C)c(C)c1CN(C(=O)C1CCC(=O)N(C2CCCCCC2)C1)C(C)C (stereo not given)
    -16, 1, -10, 104, -27, 7, -3.1, 0, -7, 3
> CCOC(=O)COc1c(/C=N\O)cc(Cl)cc1OC
    6, -6, -10, 98, 18, -4, -1.5, 5, 3, -1
> CCn1c(CN2CCN(C(=O)c3ccco3)CC2)nc2c1c(=O)n(C)c(=O)n2C
    -2, 11, 3, 101, -10, 0, 3.8, 8, 7, 1
> Cc1ccc(-c2cc(C(=O)N/N=C\c3cnn(C)c3C)c3ccccc3n2)cc1C
    13, 6, -7, 89, -45, -2, 0.2, 2, 1, -1
> CSc1ccc(C2(O)Cc3cccc[n+]3C2c2ccccc2)cc1 (stereo not given)
    -1, 5, -4, 100, 20, -2, 0.0, 5, 5, 2

# A draw from above in order of count of non-hydrogen atoms, lowest first.
# Below each compound: TLR9-MyD88 block, MC4R antag cAMP, NOD2 RIPK2 PPI, ABCB6 inh 2, SRC2 inh, HTR2A ag, MC4R barr agon, Cardio protect, ABHD5-PLIN5 inh, N-glyco inh
> Cc1sc2ncnc(NCC3CCCO3)c2c1C (stereo not given)
    4, -4, -11, 87, 16, 2, -2.8, -6, 1, -1
> COC(=O)/C(=C/c1c[nH]c2ccccc12)NC(C)=O
    4, 10, -5, 102, -24, 2, 0.3, 0, -4, 1
> O=c1cc(C(F)(F)F)nc(SC/C=C/c2ccccc2)[nH]1
    4, 6, -6, 97, /, 2, 1.9, -12, 0, 1
> Cc1ccc([N+](=O)[O-])cc1NC(=O)c1ccc2c(c1)OCO2
    3, 10, -10, 101, 10, 1, -2.9, 0, 3, 3
> CCCn1nnc(NC(=O)C(c2ccccc2)c2ccccc2)n1
    -4, 1, -5, 91, -18, -6, -1.2, -2, -2, 0
> C=CCn1c(SCC(=O)NC(=O)NCCC)nnc1C1CCCCC1
    -11, 6, -3, 99, -22, 0, 0.7, 1, -4, 3
> CC(=O)c1ccc(NC(=O)NNS(=O)(=O)c2ccc([N+](=O)[O-])cc2)cc1
    5, -3, -5, 103, 8, 6, 0.0, 3, 1, 1
> Cc1nn(C)c(C)c1CN(C(=O)C1CCC(=O)N(C2CCCCCC2)C1)C(C)C (stereo not given)
    -16, 1, -10, 104, -27, 7, -3.1, 0, -7, 3
> COc1ccc(N2C(=O)c3ccccc3NC2c2ccc(NC(C)=O)cc2)c(OC)c1 (stereo not given)
    -10, -1, 1, 100, -2, -1, -1.7, 11, 2, 0

# Next section:
# Below each compound: TLR9-MyD88 block, MC4R antag cAMP, NOD2 RIPK2 PPI, ABCB6 inh 2, SRC2 inh, HTR2A ag, MC4R barr agon, Cardio protect, ABHD5-PLIN5 inh, N-glyco inh
> CCOC(=O)[C@H]1[C@H]2COc3cc(OC)ccc3[C@@H]2N2C(=O)c3ccc(C)cc3NC(=O)[C@@]12C
    -1, 9, 1, 98, -5, 9, 0.0, 9, -3, 0
> CCOC(=O)c1cc(C)nc(N2CCCCC2)c1C#N
    -2, 0, 1, 94, 6, -1, -0.1, -2, 2, 1
> Clc1ccc2nncn2n1
    -6, 3, -3, 87, 3, -3, -1.1, 3, 0, 1
> Cc1ccc(NC2CCCN(C(=O)c3ccccc3-c3ncc[nH]3)C2)cc1C (stereo not given)
    3, 4, 0, 104, 6, -4, -1.6, 8, 1, 0
> CC(C)c1ccccc1OCC(=O)Nc1ccc2[nH]ncc2c1
    -2, 4, 2, 97, 4, -2, -1.5, 8, -2, 1
> COc1cccc(Cn2c(=O)sc3ccccc3c2=O)c1
    -6, 15, -3, 101, -71, -9, -3.0, 2, -5, -2
> Cc1ccc(C(C)C)c(OCC(=O)Nn2c(C)nc3ccccc3c2=O)c1
    -11, 11, -7, 101, -43, -3, -1.2, 5, -2, -1
> C=CCC[C@@H](Cc1ccc(F)cc1)C(=O)OC[C@H](Cc1c[nH]c2ccccc12)NC(=O)[C@H](CC=C)CC(=O)N(CCO)Cc1ccccc1
    1, 15, -11, 82, -14, 5, 0.4, -4, -11, -4
> Cc1ccc(OCC(=O)OC2CCCN(C)C2)cc1 (stereo not given)
    -10, 10, 1, 97, 6, -3, -0.8, 2, 9, 0
> CCCCN(CCCC)S(=O)(=O)c1ccc(NS(=O)(=O)c2ccc(NC(C)=O)cc2)cc1
    0, -8, -9, 112, /, -5, -0.4, -1, 4, 0
> O=C(CSc1ccc2ccccc2n1)NCCCN1CCCC1=O
    -2, 9, 4, 100, -8, -4, -0.2, 14, 5, 3
> NC(=O)NC(Cc1ccccc1)C(=O)O (stereo not given)
    -2, 12, -10, 100, 9, 0, -1.9, 1, 1, 2
> N#Cc1ccc(Oc2ccc(NC(=O)C3CC=CCC3C(=O)O)cc2)cc1 (stereo not given)
    6, 16, -3, 97, -25, 0, -1.9, 7, -1, -1
> CCOC(=O)COc1nc(Nc2ccccc2C)nc(N(C)C)n1
    -3, 3, -8, 93, -34, 2, 0.1, 4, 4, -2
> COCCNC(=O)Cn1nc(-c2ccc(Cl)cc2)c2ccccc2c1=O
    5, -3, 4, 96, -5, 3, -1.7, -5, 0, 1
> CCn1c(-c2cc3ccccc3cc2O)n[nH]c1=S
    13, 6, -6, 100, 10, 4, -1.2, -6, -10, -1
> Clc1ccccc1-c1nnc(-c2cccnc2)o1
    -3, -1, -3, 100, -28, 5, -0.5, -4, 4, -1
> Cc1ccc(N=Cc2c(O)[nH]c3ccccc23)c([N+](=O)[O-])c1
    -3, 6, -2, 101, -22, -3, -0.8, -3, 2, 0
> COc1ccc(C#Cc2c(-c3ccc(OC)cc3)oc3ccc(-c4ccc5c(c4)OCO5)cc23)cc1
    -15, 17, -8, 99, 6, 7, -0.3, 3, -4, 3
> CN1CCN(c2nc3c(c(=O)n(C)c(=O)n3C)n2Cc2ccc(F)cc2)CC1
    -8, 9, 3, 100, 0, -3, 0.1, 10, -4, 2
> COc1ccc(/C(O)=C2/C(=O)C(=O)N(CCCN(C)C)C2c2ccccc2)cc1OC (stereo not given)
    -7, 13, 3, 104, -21, -1, -1.6, 7, -5, 0
> Cc1cccc(NC(=O)CSc2nnc(CNC(=O)c3ccco3)o2)c1
    4, -3, 3, 102, 0, -1, 0.1, -2, -4, 1
> COc1ccc(NC(=O)CN(C)C(=O)c2ccc3ccccc3n2)cc1
    -14, 2, 9, 105, -28, -3, -0.4, 5, -2, 1
> CCOc1cc(C2NC(=O)NC(c3ccccc3)=C2C(=O)c2ccccc2)c(Br)cc1OCC(=O)O (stereo not given)
    -3, -5, -4, 95, -10, 0, -0.5, -2, 1, 1
> C/C(=C\c1ccccc1)C(=O)N1CCN(c2cccc(C(F)(F)F)c2)CC1
    4, 3, -2, 105, 21, 0, 1.0, -5, -6, 2
> CC(C)(C)C(=O)Nc1cccc(S(=O)(=O)NC2=NCCC2)c1
    -1, 3, -2, 101, -6, 9, -2.0, 1, -3, 0
> COCCNC(=O)CCc1nc(-c2ccccc2)no1
    1, 2, -10, 98, -13, 4, -1.4, 3, 5, -2
> CCOC(=O)c1nn(-c2ccccc2)cc1O
    6, 6, 2, 101, -27, -1, -1.9, -1, -3, 0
> O=C(O)CSc1ccc(S(=O)(=O)N2CCCC2)cn1
    -1, 3, 2, 101, 0, 5, -1.4, 5, 8, 0
> O=C(COC(=O)Cc1ccc(S(=O)(=O)N2CCOCC2)s1)NCc1ccccc1
    -1, 13, -2, 120, -13, 2, 0.2, 14, 13, 3
> NC1(C(=O)O)CC1
    3, 4, 4, 99, 5, -3, -0.5, -10, -3, 1
> NC(=O)CC(NC(=O)c1ccccc1)c1ccc(N2CCc3ccccc3C2)c([N+](=O)[O-])c1 (stereo not given)
    7, 3, -1, 97, 16, -13, -3.0, -13, 1, -1
> O=C(CSc1ccc2nnc(-c3ccccc3)n2n1)N1CCCCC1
    8, 12, 2, 100, 25, -1, -0.3, 11, -8, 0

# Screening results from PubChem.

# A portion of the library; rates above refer to the full screens.
